# High-throughput results from PubChem.
# esBAF inh – blocks esBAF chromatin remodeling in mouse ES cells; AID 602393; reporter increase, % at 12.5 µM; 2% of 350,000 active; Bmi1-luciferase knock-in reporter, 24 h; 100% = twice the neutral-well signal; in the data active = activation above about 40%;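 also: 0% = median of the plate's neutral control wells and 100% = double that signal; a rise in the Bmi1 reporter signal indicates esBAF inhibition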
# ARNT TACC3 PPI – ARNT/TACC3 interaction disruption. AlphaScreen His-ARNT PAS-B/GST-TACC3 binding, luminescence; TACC3 fragment carries E629A point mutation. inhibition, % at 9.99 µM. 0.66% of 390,000 active. AID 623870;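 active = mean inhibition of replicates at least 50% and at least half of replicates each reaching 50%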;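 also: 0% = complete ARNT plus TACC3 wells and 100% = ARNT alone without TACC3; many hits fall short of the cut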
# SIRT5 inh – blocks human SIRT5 desuccinylation of peptide; inhibition, % at 15 µM; Purified SirT5, succinyl-peptide AMC, trypsin-coupled fluorescence; AID 652115; 1.1% of 330,000 active; Q9NXA8; in the data active = inhibition above about 15%
# Target sequence (Q9NXA8 whole entry, looked up): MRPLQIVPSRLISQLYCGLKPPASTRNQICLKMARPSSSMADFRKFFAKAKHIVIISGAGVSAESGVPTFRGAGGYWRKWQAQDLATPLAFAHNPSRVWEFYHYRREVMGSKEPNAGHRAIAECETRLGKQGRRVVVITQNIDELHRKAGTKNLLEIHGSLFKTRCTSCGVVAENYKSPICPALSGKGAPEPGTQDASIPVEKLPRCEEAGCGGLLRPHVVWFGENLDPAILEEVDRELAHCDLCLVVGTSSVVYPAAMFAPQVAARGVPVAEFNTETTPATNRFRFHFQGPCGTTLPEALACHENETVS
# miR-122 sensor – miR-122 inhibition in Huh7 cells; Huh7 miR-122 Renilla luciferase sensor, 48 h; neutral wells = 0, positive control = 100; activation (reporter increase), % at 12.5 µM; 0.3% of 340,000 active;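 active = mean replicate activation score at least 90 and every replicate individually at or above 90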;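 also: higher luciferase means less miR-122 activity so hits act as miR-122 inhibitors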
# Cneo AK release – Cryptococcus neoformans lysis via adenylate kinase release; 0.2% of 360,000 active; lysis activity, % at 15 µM; C. neoformans lysis, adenylate kinase release luminescence, 4 h; normalised: neutral wells 0, clomiphene wells 100;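 active = mean lysis activity across replicates of at least 80%, whatever share of replicates individually reach that level; inactive = mean lysis activity below 80%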
#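 Signal: Adenylate kinase release luminescence | Assay system: Log-phase Cryptococcus neoformans yeast cells | Input: Cells at 5 × 10^6 per mL | Buffer or medium: Fresh YPD growth medium | Compound: Single dose | Schedule: Static 4 h at 37 °C with compound, 1 h detection | Controls: Clomiphene | Read-out: Luminescence rise reflecting yeast cell lysis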
# ERp5 block – ERp5 (human) disulfide isomerase inhibition. ERp5 insulin aggregation, absorbance 650 nm, 90 min. inhibition, % at 9.99 µM. 0.05% of 350,000 active;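 active = mean replicate inhibition above about 25%, with every replicate also reaching it, limit read from the data, passing the limit was not always enough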
# Target sequence (Q15084 whole entry, looked up): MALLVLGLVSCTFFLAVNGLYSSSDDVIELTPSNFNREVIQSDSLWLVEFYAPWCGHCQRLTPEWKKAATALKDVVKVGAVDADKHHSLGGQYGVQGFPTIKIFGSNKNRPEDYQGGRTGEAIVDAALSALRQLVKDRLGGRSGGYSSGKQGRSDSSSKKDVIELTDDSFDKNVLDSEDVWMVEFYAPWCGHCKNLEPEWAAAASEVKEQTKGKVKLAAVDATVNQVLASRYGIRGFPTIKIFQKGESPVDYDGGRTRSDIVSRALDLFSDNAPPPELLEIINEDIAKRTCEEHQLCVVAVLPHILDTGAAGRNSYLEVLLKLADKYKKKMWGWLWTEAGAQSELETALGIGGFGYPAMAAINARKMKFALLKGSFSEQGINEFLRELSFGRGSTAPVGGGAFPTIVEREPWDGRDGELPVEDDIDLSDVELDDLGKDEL
# Statin myotox sup – suppressors of simvastatin-induced myotoxicity in C2C12 myotubes. ATP luminescence, 48 h; scaled: DMSO 0, geranylgeraniol control 100. rescue of ATP level, % at 7.49 µM. 0.78% of 330,000 active. AID 602340;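 active = mean ATP rescue above about 67%, or every replicate alone reaching that limit, limit read from the data, passing the limit was not always enough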;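 also: myotubes were challenged with 10 µM simvastatin during compound exposure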
# Starred values were filed as active, the others as inactive; . = no result given; [ ] = remark or other dose.
1: CCC(=O)N1C[C@@H](C)[C@@H](OC)CN(C)C(=O)c2ccc(NC(=O)Nc3ccccc3)cc2OC[C@@H]1C
2: COc1ccc(NC(=O)N(C)C[C@@H]2Oc3ccc(N(C)C)cc3C(=O)N([C@@H](C)CO)C[C@@H]2C)cc1
3: C[C@@H]1CN([C@H](C)CO)C(=O)c2cc(C3=CCCC3)cnc2O[C@@H]1CN(C)C(=O)Nc1ccc(C(F)(F)F)cc1
4: CCOc1ccc(CN2CCNC(=O)C2CC(=O)NCc2csc(C(C)C)n2)cc1 (stereo unspecified)
5: Cc1noc(C)c1NC(=O)Nc1cccc2c1O[C@H](CN(C)C(=O)Nc1c(C)noc1C)[C@H](C)CN([C@@H](C)CO)C2=O
6: O=S(=O)(c1ccc(Cl)cc1)N1CCN(C(=S)Nc2ccc(F)c(Cl)c2)CC1
7: C[C@H](CO)N1C[C@H](C)[C@@H](CN(C)S(C)(=O)=O)Oc2ncc(C#Cc3cccnc3)cc2C1=O
8: O=C(c1cccnc1)N1CCCCN2[C@@H](CO)[C@H](c3ccc(C#Cc4cccnc4)cc3)[C@@H]2C1
9: O=C(CCNC(=O)c1ccccc1Cl)NN1C(=O)NC2(CCCCC2)C1=O
10: O=C(Cc1ccccc1)NCCCc1ccccc1

assay / entry,1,2,3,4,5,6,7,8,9,10
esBAF inh,-2,2,14,-4,-6,.,0,.,-3,4
ARNT TACC3 PPI,-2,.,4,5,1,1,-7,0,3,-4
SIRT5 inh,3,5,-1,0,-6,.,-1,.,-8,.
miR-122 sensor,1[16.7 µM],-1[16.7 µM],-6[16.7 µM],-6,-2[16.7 µM],-9,-2[16.7 µM],2[16.7 µM],-8,1
Cneo AK release,0,5,3,4,-4,-2,1,0,0,-1
ERp5 block,3,-2,5,2,6,.,2,.,3,.
Statin myotox sup,4,-1,7,3,-11,.,4,.,5,-10

# In a second layout: 2 of the compounds above
cpd	smiles	esBAF inh	ARNT TACC3 PPI	SIRT5 inh	miR-122 sensor	Cneo AK release	ERp5 block	Statin myotox sup
5	Cc1noc(C)c1NC(=O)Nc1cccc2c1O[C@H](CN(C)C(=O)Nc1c(C)noc1C)[C@H](C)CN([C@@H](C)CO)C2=O	-6	1	-6	-2[16.7 µM]	-4	6	-11
6	O=S(=O)(c1ccc(Cl)cc1)N1CCN(C(=S)Nc2ccc(F)c(Cl)c2)CC1	.	1	.	-9	-2	.	.

# (continued)
11: COc1ccccc1-c1nnc(NC(=O)Cc2ccccc2)o1
12: Cc1cc(NC(=O)c2ccc(Cl)cc2Cl)n(-c2ccccc2)n1
13: COCC(=O)N1[C@@H]2c3ccc(C4=CCCCC4)c(=O)n3C[C@@H]2[C@@H](CO)[C@@H]1C(=O)N1CCCCC1
14: CC1=C(C(=O)OCc2ccccc2)C(/C=C/c2ccccc2)NC(=S)N1 (stereo unspecified)
15: Cc1c(Cl)ccc2c1NC(=O)[C@]21N[C@@H](CCC(N)=O)[C@H]2C(=O)N(c3ccc(F)cc3)C(=O)[C@H]21
16: CCOc1ccc(C(Nc2ccc(C)cc2)P2(=O)OCCC(C)O2)cc1 (stereo unspecified)
17: Cc1cccc(NC(=S)N2CCN(Cc3ccccc3)CC2)c1C
18: C[C@@H]1CN([C@H](C)CO)C(=O)c2cc(-c3cccc(C(=O)N(C)C)c3)cnc2O[C@@H]1CN(C)S(=O)(=O)c1cccc(F)c1
19: O=C1N(c2ccc(Cl)cc2)C(c2ccc(Cl)cc2)N2CCCN12 (stereo unspecified)
20: CCc1ccc(NC(=O)CSc2nc3ccccc3c(=O)n2CCCN2CCC(C)CC2)cc1

assay / entry,11,12,13,14,15,16,17,18,19,20
esBAF inh,-3,5,3,.,-8,16,.,-7,.,2
ARNT TACC3 PPI,54*,-1,-2,-14,0,-3,2,1,-7,27
SIRT5 inh,-13,.,-20,.,.,.,-1,-2,-3,0
miR-122 sensor,2,.,6[16.7 µM],-14,9,7,.,-8[16.7 µM],.,-5
Cneo AK release,-1,-6,-8,3,10,-2,.,0,.,.
ERp5 block,0,1,3,.,.,.,0,-3,-2,1
Statin myotox sup,-5,-2,1,.,.,.,.,19,.,-17

21: COCCCNC(=O)c1ccc(CSCc2ccc(C)cc2)o1
22: CCCCN(CC)CCNC(=O)CCC(=O)Nc1ccc2nc(N3CCN(C)CC3)cc(C)c2c1
23: Cc1ccc(C(=O)Nc2ccc(C(=O)O)cc2NC(=O)c2ccc(C)cc2)cc1
24: C[C@@H]1CN([C@H](C)CO)C(=O)c2cc(C#Cc3ccccc3)cnc2O[C@@H]1CN(C)S(=O)(=O)c1ccccc1F
25: CC(OC(=O)/C=C/c1ccccc1)C(=O)N1CCc2ccccc21 (stereo unspecified)
26: Cc1noc(C)c1NC(=O)N(C)C[C@@H]1Oc2ccc(NC(=O)CCN3CCOCC3)cc2CC(=O)N([C@H](C)CO)C[C@@H]1C
27: C[C@@H]1CN([C@H](C)CO)C(=O)c2c(c3ccccc3n2C)-c2ccccc2CO[C@@H]1CN(C)C(=O)Nc1ccccc1
28: Cc1cc(CNC(=O)CC2C(=O)NCCN2Cc2ccccc2C(F)(F)F)nn1C (stereo unspecified)
29: COc1ccc(S(=O)(=O)N/N=c2\oc3c(OC)cccc3cc2S(=O)(=O)c2ccc(C)cc2)cc1OC
30: CCN1[C@H](C(=O)Nc2nccs2)[C@@H](CO)[C@@H]2Cn3c(ccc(-c4ccccc4OC)c3=O)[C@@H]21

assay / entry,21,22,23,24,25,26,27,28,29,30
esBAF inh,4,-7,2,0,6,-1,2,-7,.,1
ARNT TACC3 PPI,-5,14,-9,.,0,-7,6,-4,-7,0
SIRT5 inh,2,-6,-3,-1,-30,1,4,0,-1,-5
miR-122 sensor,-3,-2,3,-2[16.7 µM],-1,13[16.7 µM],.,4,.,11[16.7 µM]
Cneo AK release,-5,-2,-1,-2,2,42,-2,-5,.,9
ERp5 block,3,4,3,8,4,2,0,-1,-8,-5
Statin myotox sup,5,-63,37,-35,4,-10,13,4,.,10

31: O=C(NCCCN1CCCC1=O)c1ccc2c(c1)NC(=O)C(N1CCOCC1)S2 (stereo unspecified)
32: COCCCNC(=O)CSc1nc2ccccc2c(=O)n1Cc1ccc2c(c1)OCO2
33: C1CCC(Nc2nnnn2C2CCCCC2)CC1
34: Cc1ccc(-c2nc3ccccc3n2C)o1
35: Cc1ccc(S(=O)(=O)NCC[C@H]2CC[C@@H](NC(=O)CCN3CCCCC3)[C@H](CO)O2)cc1
36: COc1cccc2c1cc1c(=O)n(CC(=O)N3CCCC3)nc(C)n12
37: CC(=O)c1sc(NC(=O)C(C)Oc2ccc3c(C)cc(=O)oc3c2)nc1C (stereo unspecified)
38: C[C@@H]1CN([C@@H](C)CO)C(=O)c2cc(NS(=O)(=O)c3cccs3)ccc2O[C@@H]1CN(C)Cc1ccc(-c2ccccc2)cc1
39: CCC(=O)N1CCC1(C)C(=O)NS(=O)(=O)c1cccc(C#N)c1 (stereo unspecified)
40: Cc1ccc(S(=O)(=O)N(C)C)cc1NC(=S)NCc1ccco1

assay / entry,31,32,33,34,35,36,37,38,39,40
esBAF inh,-5,-5,-6,.,-5,1,2,0,-9,2
ARNT TACC3 PPI,15,-2,-8,2,-16,-5,-6,-2,.,-12
SIRT5 inh,.,-5,.,.,4,-9,6,0,-1,3
miR-122 sensor,2,-1,9,3,.,-7,-6,3[16.7 µM],-2,8
Cneo AK release,1,13,1,-2,47,0,1,1,0,1
ERp5 block,.,-1,.,.,-2,-2,1,3,3,2
Statin myotox sup,3,12,4,.,3,12,-6,47,2,8

# Entries of single compounds, looked up by structure.
# COc1cccc2c1cc1c(=O)n(CC(=O)N3CCCC3)nc(C)n12 in the list: esBAF inh: 1; ARNT TACC3 PPI: -5; SIRT5 inh: -9; miR-122 sensor: -7; Cneo AK release: 0; ERp5 block: -2; Statin myotox sup: 12
# COCCCNC(=O)CSc1nc2ccccc2c(=O)n1Cc1ccc2c(c1)OCO2 in the list: esBAF inh: -5; ARNT TACC3 PPI: -2; SIRT5 inh: -5; miR-122 sensor: -1; Cneo AK release: 13; ERp5 block: -1; Statin myotox sup: 12
# O=C(NCCCN1CCCC1=O)c1ccc2c(c1)NC(=O)C(N1CCOCC1)S2 (stereo unspecified) in the list: esBAF inh: -5; ARNT TACC3 PPI: 15; SIRT5 inh: .; miR-122 sensor: 2; Cneo AK release: 1; ERp5 block: .; Statin myotox sup: 3

# The list goes on.
41: CCC(C)NC(=O)CS(=O)Cc1nc(-c2cccc(C)c2)oc1C (stereo unspecified)
42: O=C(Cc1ccccc1)NNC(=O)Cc1ccccc1
43: C[C@@H]1CN([C@@H](C)CO)C(=O)Cc2cc(NS(=O)(=O)c3cccs3)ccc2O[C@@H]1CN(C)CC1CCCCC1
44: Cc1ccc(S(=O)(=O)N(C)c2ccc(OCC(=O)Nc3nc4ccccc4s3)cc2)cc1
45: c1ccc(C(c2ccccc2)N2CCN(c3ccc4ccccc4n3)CC2)cc1
46: O=C(Nc1ccc(F)cc1)N[C@H]1CC[C@H](CCn2cc(C3(O)CCCC3)nn2)O[C@H]1CO
47: Cc1nn(C(C)C)c(C)c1CN1CCCC(CCC(=O)NCc2ccccc2F)C1 (stereo unspecified)
48: COc1ccc(/C=C2\SC(=O)N(CCNC(=O)C3CSC4(C)CCC(=O)N34)C2=O)cc1 (stereo unspecified)
49: CC(C)N(C(C)C)S(=O)(=O)c1ccc(NC(=O)c2cnccn2)cc1
50: Cc1cc(N)n(Cc2ccc(Cl)cc2)n1

assay / entry,41,42,43,44,45,46,47,48,49,50
esBAF inh,3,-6,1,.,-2,3,.,.,11,.
ARNT TACC3 PPI,-1,3,1,-17,-11,-6,4,11,-1,-3
SIRT5 inh,0,-5,0,0,.,2,-4,6,0,-5
miR-122 sensor,.,.,5[16.7 µM],-5,-3,.,.,-3,2,.
Cneo AK release,21,-2,-1,-2,0,50,.,2,-2,.
ERp5 block,-1,5,0,4,.,0,0,0,8,1
Statin myotox sup,-4,.,-3,.,8,9,.,0,-2,.

51: Cc1ccc(S(=O)(=O)N(CC(O)CN2CCCC2)c2ccccc2)cc1 (stereo unspecified)
52: CCOC(=O)COc1ccc(C(c2c(C)[nH][nH]c2=O)c2c(C)[nH][nH]c2=O)cc1
53: C[C@H](CO)N1C[C@H](C)[C@@H](CN(C)S(=O)(=O)c2cn(C)cn2)OCCCC[C@H](C)Oc2ccc(NC(=O)Nc3ccc(F)cc3)cc2C1=O
54: c1ccc(Nc2nn[nH]n2)cc1
55: NC(=O)C1CCN(C(=O)/C=C/c2ccco2)CC1
56: O=C(N[C@H]1CC[C@H](CCNS(=O)(=O)c2cccc(Cl)c2)O[C@H]1CO)c1ccccc1
57: CCOP(=O)(OCC)/C(C#N)=C/c1cc(OC)ccc1OC
58: CC(OC(=O)CCCN=C1NS(=O)(=O)c2ccccc21)C(=O)N(C)c1ccccc1 (stereo unspecified)
59: CCOC(=O)C1CCCN(C(=O)c2ccc(F)c(C)c2)CC1 (stereo unspecified)
60: CCOc1ccc(CC2c3cc(OCC)c(OCC)cc3CCN2C(=O)c2cc(OC)c(OC)c(OC)c2)cc1OCC (stereo unspecified)
61: O=S(=O)(c1ccc(Br)s1)N1CCc2ccccc2C1
62: C[C@H](CO)N1C[C@H](C)[C@H](CN(C)C(=O)Nc2ccc(C(F)(F)F)cc2)Oc2ccc(NC(=O)CCN3CCOCC3)cc2CC1=O

assay / entry,51,52,53,54,55,56,57,58,59,60,61,62
esBAF inh,2,-1,-7,-3,.,8,0,4,-1,9,-7,-7
ARNT TACC3 PPI,0,4,-4,1,-4,-13,-15,.,.,3,-6,-4
SIRT5 inh,-2,0,-13,-6,.,-1,0,-2,.,.,0,-8
miR-122 sensor,15,1,-6[16.7 µM],-1,-2,.,.,5,-3,-1,14,14[16.7 µM]
Cneo AK release,6,3,8,0,0,1,1,-1,1,0,1,-4
ERp5 block,-3,4,4,-2,.,0,-1,-7,4,.,5,-2
Statin myotox sup,6,6,.,-15,.,11,15,-10,0,-3,-11,-1
